# Bioassay records from PubChem.
# S3 lipid droplet – qHTS Assay for Lipid Storage Modulators in Drosophila S3 Cells. Drosophila S3 cells, BODIPY lipid droplet fluorescence, 18-24 h; cells fed with added oleic acid. lipid storage change, negative = inhibition, % at the top dose, mostly 46.1 µM; hits show Potency in µM. 320,000 compounds, 0.64% hits. AID 2685; active = well fitted inhibition curve with a large enough effect in the signal ratio, with a control signal flat, not every such curve was filed as active; inconclusive = small, poorly fitted or top-dose-only effect, or effect the other way, or a change in a side signal; the % refers to the signal ratio
#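 Drosophila S3 cells got compounds at several concentrations plus oleic acid (400 uM solution). Laser-scanning cytometry with 488 nm excitation read lipid droplets at 500-530 nm and cells at 575-640 nm. Percent activity was relative to 20 uM Triacsin C.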
# S3 lipid droplet cell count max – further read-out of S3 lipid droplet, marked with its call; cell number change, %; measured here: cell count max response;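 cells counted by Cell Tracker Red CMTPX staining in the red channel; peak over a dose series mostly up to 46.1 µM; percent activity relative to internal control wells on each plate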
# Numbers without * were called inactive; i = inactive; ? = inconclusive; / = no result given. % is scaled to controls: 0 for no effect and ±100 for the full control effect; potency is read from the fitted curve at half-maximal effect.
SMILES,S3 lipid droplet,S3 lipid droplet cell count max
CN(C)c1ccc(N2C(=NC(=O)CC3CCCCC3)SC3CS(=O)(=O)CC32)cc1 (stereo unspecified),-24.6%,24.7
CC(NCc1ccccc1O)c1ccccc1 (stereo unspecified),?,/
Cn1c(=O)cc(C(=O)N/N=C/c2ccc(Cl)cc2)[nH]c1=O,-4.4%,25.9
Cc1ccccc1COCCN1CCN(S(=O)(=O)c2ccccc2)CCC1=O,?,/
O=C(CN1C(=O)NC2(CCCCC2)C1=O)Nc1cc(C(F)(F)F)ccc1N1CCOCC1,?,/
CCOC(=O)N1CCN(c2ncnc3scc(-c4ccccc4)c23)CC1,?,/
CCOC(=O)CSc1nc2c(c(=O)[nH]c(=O)n2C)n1C/C=C(/C)Cl,?,/
COc1ccc(OC)c(NC(=O)CSC2=C(C#N)C(c3ccco3)C3=C(CCCC3=O)N2)c1 (stereo unspecified),14.4%,-16.3
CCNc1nc(NCC)nc(OCCOC(=O)c2ccccc2)n1,13.8%,-21.8
Cc1nnc(NC(=O)C2CCN(S(=O)(=O)c3ccc(F)c(Cl)c3)CC2)o1,?,/
CCc1cc2c(=O)c(-c3nc4ccccc4[nH]3)coc2cc1OC(=O)N1CCOCC1,-5.8%,27.9
COC(=O)c1cn(-c2ccc(Cl)cc2)c(=O)c2ccccc12,?,/
COc1cc2c(cc1OC)CN(C(=O)CNC(=O)c1ccc(OC(F)F)cc1)CC2,?,/
CCN(CC)CCCN1C=C2C(=O)C(C)(OC(=O)C3CCCC3)C(=O)C(c3ccccc3)=C2C=C1CCCC(=O)OC (stereo unspecified),-13.6%,-2.6
O=C(O)Cn1nc(C(F)(F)F)c2c1CCCC2,?,/
CCCCc1ccc(NC(=O)Nc2cccnc2)cc1,?,/
N/C(=N\OC(=O)CCCc1ccccc1)c1ccccn1,?,/
Cn1c(N)c(S(=O)(=O)N2CCN(c3cccc(Cl)c3)CC2)c(=O)n(C)c1=O,-6.9%,4.9
CCS(=O)(=O)Nc1ccc(C2=NN(C(=O)c3ccco3)C(c3cccs3)C2)cc1 (stereo unspecified),?,/
O=C(NCc1ccco1)c1ccc(OCC2CCCO2)cc1 (stereo unspecified),?,/
CCOC(=O)c1ccc(NC(=O)CSc2nnc(CC)o2)cc1,?,/
COc1ccc(C(=O)NCC(c2ccco2)N2CCCC2)cc1S(=O)(=O)N1CCCCC1C (stereo unspecified),?,/
O=C(Nc1ccc(F)c(Cl)c1)c1ccccc1,?,/
COc1ccc(NC(=O)CCCc2nnc3n(C)c(=O)c4sccc4n23)cc1,?,/
CSc1ccc(C2NC(=O)CCC2[N+](=O)[O-])cc1 (stereo unspecified),i,22.5
# New compounds follow.
SMILES,S3 lipid droplet,S3 lipid droplet cell count max
C/C(=N\NC(=O)c1cccc(S(=O)(=O)N2CCOCC2)c1)c1ccco1,13.8%,17.0
Cc1ccc2nc(SCc3nnc(-c4ccccc4[N+](=O)[O-])o3)c(C#N)cc2c1,?,/
COc1ccc(CN(C)C(=O)c2cnc(OC)cc2C(F)(F)F)c(OC)c1,-2.1%,9.8
CNC(=O)C(=O)NCCCN1CCOCC1,?,/
Cn1c(CNC(=O)OC(C)(C)C)nnc1SCc1c(Cl)cccc1Cl,6.5%,-2.6
Cc1nn(CC(=O)N/N=C/c2ccc(F)cc2)c(C)c1[N+](=O)[O-],15.3%,0.1
Cc1ccc(CNC(=O)C2CCN(S(=O)(=O)N3CCCCC3)CC2)cc1,6.7%,-0.5
COc1ccc(CNC(=O)c2ccc(CS(=O)Cc3ccc(Cl)cc3)o2)cc1 (stereo unspecified),?,/
Cc1ccccc1NC(=O)C1C2/C=C\CCCCC21 (stereo unspecified),10.5%,5.5
Oc1cccc2ccc(/C=C/c3ccc(Br)s3)nc12,?,/
C=CCc1ccccc1OCC(=O)O,21.5%,7.5
O=C(N/N=C/c1cccc([N+](=O)[O-])c1O)c1cccs1,-14.3%,-4.9
CCCN(CCC)Cc1c(C(=O)N/N=C/c2ccoc2)nnn1-c1nonc1N,?,/
Cn1c(C(=O)NC2CCCCC2)cc2sccc21,15.5%,-8.1
CCOc1ccc(NS(=O)(=O)c2cnc(Cl)c(Cl)c2)cc1,7.1%,-22.7
COc1ccc(Nc2nc(NCc3ccco3)nc(N/N=C/c3ccccc3Cl)n2)cc1,15.1%,/
Cc1cccc(NC(=O)c2ccc3ccccc3n2)n1,?,/
COCc1cc(=O)n2[nH]c(N)nc2n1,-17.5%,0.6
Cn1c(SCC(=O)NC2CC2)nnc1-c1ccco1,?,/
Cc1cccc(CN2CCCC(C(=O)Nc3ccccc3Oc3cccnc3)C2)c1 (stereo unspecified),1.6%,1.4
Cc1ccc(N2N=C(c3ccc(F)cc3)CC2c2ccco2)cc1 (stereo unspecified),5.1%,-0.2
COc1ccccc1NC(=O)COC(=O)c1cnc(C)cn1,?,/
Cc1noc(C)c1S(=O)(=O)N1CCCC(C(=O)NCCc2ccccc2)C1 (stereo unspecified),15.8%,-2.0
C=CCOc1c(CCC)cc(CCC)cc1C(N)=O,?,/
Cc1cc(C)c(NC(=O)COC(=O)c2cc([N+](=O)[O-])ccc2N2CCOCC2)c(C)c1,?,/
# (more compounds)
SMILES,S3 lipid droplet,S3 lipid droplet cell count max
COc1cccc(/C=C2\SC(=S)N(C(Cc3ccccc3)C(=O)O)C2=O)c1 (stereo unspecified),-3.4%,1.7
N/C(CS(=O)(=O)c1ccc(F)cc1)=N\O,i,/
CCN(CC(=O)Nc1ccc(NC(C)=O)cc1)C(=O)c1ccc(=O)[nH]c1,9.2%,-11.0
COCCn1cnnc1SCC(=O)Nc1ccc(N2CCCCC2)cc1,?,/
CCCCOC(=O)CCc1c(C)[nH]c(=S)[nH]c1=O,-10.9%,1.4
COc1cccc(CSc2nc3ccccc3[nH]2)c1,-3.2%,-5.4
COc1ccc(CNC(=O)c2ccc[nH]2)cc1,?,/
O=C(CSc1ccc(Cl)cc1)Nn1cnnc1,16.4µM*,7.6*
CCn1c2ccccc2c2cc(NC(=O)C(C)OC(=O)c3ccc(NC(=O)CC#N)cc3)ccc21 (stereo unspecified),?,/
COC(=O)C1CCCN1S(=O)(=O)c1ccc([N+](=O)[O-])cc1 (stereo unspecified),?,/
Cn1c(CN2CCCCC2)nc2cc(NS(=O)(=O)c3ccc(Cl)cc3)ccc21,?,/
CC(=O)Cc1nsc(NC(=O)c2cn(-c3ccccc3)nc2-c2ccc(Br)cc2)n1,?,/
O=C(COC(=O)c1cncc(Br)c1)Nc1ccc(N2CCCCC2)cc1,?,/
Cc1onc(-c2ccccc2Cl)c1C(=O)N1CCN(c2ccc(F)cc2)CC1,?,/
Cc1ccc(CCNC(=O)CNS(=O)(=O)c2ccc3nc(C)sc3c2)cc1,?,/
O=[N+]([O-])c1cc(/C=N/Nc2nc3ccccc3[nH]2)c(O)cc1O,?,/
CCn1c(C(Cc2ccccc2)NC(=O)COC)nc2ccccc21 (stereo unspecified),19.7%,23.6
CCOc1ccc(C2=Nc3ccccc3C(c3ccc(N4CCOCC4)cc3)=NN2)cc1,-22.0%,-3.3
CC(C)(C)OC(=O)N1CCOCCOCCNCCOCCOCC1,-4.2%,/
COC(=O)c1c(NC(=O)CSc2nnc3ccccn23)sc2c1CCC2,-1.7%,0.1
CCOC(=O)C(CCC#N)(CCC#N)C(=O)OCC,?,/
Cc1ccc(S(=O)(=O)NC(=O)N2CCC(C)CC2)cc1,-12.7%,3.4
O=C(COC(=O)Cc1cccc(C(F)(F)F)c1)Nc1ccc2[nH]c(=O)[nH]c2c1,?,/
CCn1cc(S(=O)(=O)c2ccc(Cl)cc2)c(=O)c2cc(OC)ccc21,-15.5%,/
CCOCCn1ccc2c(OCC(=O)Nc3ccc(OC)c(OC)c3)cccc2c1=O,?,/
# Other compounds:
SMILES,S3 lipid droplet,S3 lipid droplet cell count max
CCc1nc2ccccc2n1CC(O)COCC1CC=CCC1 (stereo unspecified),i,-1.9
Cc1cc(C)c(C#N)c(SCc2ccc3c(c2)OCO3)n1,?,/
O=C(C1CC(c2ccc(F)cc2)=NO1)N1CCN(c2ccccc2)CC1 (stereo unspecified),?,/
CSCCC(C(=O)OCC(=O)c1ccc(C)c(C)c1)N1C(=O)c2cc(Cl)c(Cl)cc2C1=O (stereo unspecified),-26.0%,-12.9
O=C(C1CC1)n1cc(C(=S)N2CCOCC2)c2ccccc21,-6.2%,-20.0
Cc1csc(=O)n1CCC(=O)OCC(=O)Nc1ccc(S(N)(=O)=O)cc1,-26.5%,-12.0
Cc1ccc(OCCn2c(NC(=O)c3ccco3)nc3ccccc32)cc1,?,/
Cc1cc(C(=O)OCC(=O)NC2CC2)c2ccccc2n1,?,/
COc1cc(CN2CCN(c3ccccc3F)CC2)c([N+](=O)[O-])cc1OC,?,/
Cc1ccc(C)c(NC(=O)CN(C)C(=O)c2cc(S(=O)(=O)N3CCOCC3)ccc2N2CCCC2)c1,i,14.5
CCOc1ccc2nc(N3CCC(C(=O)N4CCN(c5ccccn5)CC4)CC3)sc2c1,?,/
Cc1ccc(-c2ccc(/C=N/O)o2)cc1[N+](=O)[O-],?,/
CCOC(=O)c1c(-c2ccco2)csc1N,?,/
O=C1C(Cc2c[nH]c3ccccc23)NC(=S)N1C1CCCCC1 (stereo unspecified),?,/
C=CC(=O)Nc1sc2c(c1C(N)=O)CCCC2,?,/
CCCOc1ccc(C(O)(CCC)CCN2CCCCC2)cc1 (stereo unspecified),-2.3%,-15.4
CC1CCN(Cc2nnnn2CCCC(=O)N(C)C(C)c2ccccn2)CC1 (stereo unspecified),?,/
CC(/C=N/NC(=O)c1ccccn1)=C\c1ccco1,0.0%,16.4
COc1ccc(-c2[nH]ncc2CNCCn2cccn2)c(F)c1,19.6%,1.4
CCOP(=O)(OCC)c1nc(-c2ccc(F)cc2)oc1NCc1ccccc1,?,/
CCOc1cc(C)c(Cl)cc1S(=O)(=O)N(C)C,i,/
Cc1ccccc1Cn1c(=N)n(CC(O)c2ccco2)c2ccccc21 (stereo unspecified),?,/
C#CCN(N(C)c1ncc(C(F)(F)F)cc1Cl)S(=O)(=O)c1ccc2ccccc2c1,?,/
CCn1c(=O)c2sccc2n(CC(=O)NCCC2=CCCCC2)c1=O,?,/
CC(C)(C)C1(c2ccccc2)NC(=O)N(CC(=O)N2CCOCC2)C1=O (stereo unspecified),?,/

# Grouped by structure, those above containing a thiophene ring, fused or not (ten)
SMILES,S3 lipid droplet,S3 lipid droplet cell count max
CCOC(=O)N1CCN(c2ncnc3scc(-c4ccccc4)c23)CC1,?,/
CCS(=O)(=O)Nc1ccc(C2=NN(C(=O)c3ccco3)C(c3cccs3)C2)cc1 (stereo unspecified),?,/
COc1ccc(NC(=O)CCCc2nnc3n(C)c(=O)c4sccc4n23)cc1,?,/
Oc1cccc2ccc(/C=C/c3ccc(Br)s3)nc12,?,/
O=C(N/N=C/c1cccc([N+](=O)[O-])c1O)c1cccs1,-14.3%,-4.9
Cn1c(C(=O)NC2CCCCC2)cc2sccc21,15.5%,-8.1
COC(=O)c1c(NC(=O)CSc2nnc3ccccn23)sc2c1CCC2,-1.7%,0.1
CCOC(=O)c1c(-c2ccco2)csc1N,?,/
C=CC(=O)Nc1sc2c(c1C(N)=O)CCCC2,?,/
CCn1c(=O)c2sccc2n(CC(=O)NCCC2=CCCCC2)c1=O,?,/

# (next part)
SMILES,S3 lipid droplet,S3 lipid droplet cell count max
CN(CCO)C1=NS(=O)(=O)c2cc([N+](=O)[O-])ccc21,-23.5%,-3.2
COc1cc(NC(=O)CCNS(=O)(=O)c2ccc3c(c2)CCC(=O)N3)cc(OC)c1,3.5%,5.6
Cc1nnc(NC(=O)CSc2nnc3ncccn23)s1,?,/
COCCNC(=S)N1CCC(c2nc(-c3ccc(F)cc3)no2)CC1,6.9%,1.6
COCCNS(=O)(=O)c1ccccc1,?,/
Cc1cc(N2CCN(C(=O)c3ccco3)CC2)n2nc(C)c(-c3ccccc3)c2n1,?,/
O=C(NCc1cccs1)c1nc2c(nnn2Cc2ccccc2Cl)c(=O)[nH]1,?,/
COCCn1c(SCC(=O)N2CCN(c3ccccc3)CC2)nc2c(c1=O)SC(C)C2 (stereo unspecified),?,/
COc1ccc(/C=C/C(=O)c2oc3ccc(F)cc3c2C)cc1,?,/
NS(=O)(=O)c1ccc(NC(CNS(=O)(=O)c2ccccc2)c2ccccc2)cc1 (stereo unspecified),?,/
COc1cc2nc(-c3ccccc3)nc(N3CCCC3)c2cc1OC,?,/
O=C(O)c1c2c(nc3ccc(F)cc13)CCC2,-2.2%,-14.4
Cc1cccc(C(=O)NNC(=O)C(=O)NC(C)(C)C)c1,-20.0%,/
O=C(Nc1cccnc1)NC1CCCCC1,?,/
O=C(O)c1ccc2c(c1)C(=O)N(C(Cc1ccc(O)cc1)C(=O)O)C2=O (stereo unspecified),-1.9%,-6.7
Nc1nc(CCl)nc(Nc2ccc3ccccc3c2)n1,0.0%,-13.5
CCOc1ccccc1NC(=O)CN(C)S(=O)(=O)c1ccc(OC)c(C)c1,?,/
Cc1cccc(C)c1NC(=S)N(c1ccccc1)C(C)C,6.9%,-1.0
CCCc1nc(SCC(=O)NNC(=O)c2ccc(OC)cc2)c2ccccc2n1,?,/
Cc1cc(C)nc(/N=C(\N)C2=C(O)CC(C)(C)CC2=O)n1,28.9%,-9.4
CC1(C)CC(=O)C=C(NCc2ccc(Cl)c(Cl)c2)C1,21.0%,-15.2
CCCn1ncc(C(=O)N(C)C2CCCN(Cc3ccccc3F)C2)c1C (stereo unspecified),?,/

# The list is partial; count on the stated rates, not on these rows.
